# From PubChem BioAssay
# mcGAS lum = cyclic GMP-AMP synthase inhibitors, mouse, primary biochemical chemiluminescence. recombinant cGAS, Kinase-Glo ATP depletion luminescence. inhibition, % at 12.5 µM. hit rate 0.15% among 160,000. AID 1259399, 2018;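 note: 0% = negative control wells and 100% = reference inhibitor with no enzyme activity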
# NPYLR7 agonist = agonists of mosquito NPYLR7 receptor, primary screen, cell-based, Aedes aegypti, calcium fluorescence, mosquito biting behavior; HEK293T NPYLR7/Galpha15, GCaMP6s calcium fluorescence; hit rate 0.15% among 270,000; Aedes aegypti neuropeptide Y-like receptor 7 (NPYLR7); activation, % at 10 µM; in the data active = activation above about 40%;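 note: 0% = vehicle and 100% = reference agonist at the receptor; some compounds past the cut are filed as inactive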
# hcGAS lum = Primary biochemical luminescence assay for human cyclic GMP-AMP synthase inhibitors | recombinant h-cGAS, ATP depletion, Kinase-Glo luminescence | Q8N884 | hit rate 0.081% among 290,000 | inhibition, % at 12.5 µM;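 note: 0% = vehicle reaction and 100% = reaction without DNA for no activity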
# Target sequence (Q8N884 whole entry, looked up): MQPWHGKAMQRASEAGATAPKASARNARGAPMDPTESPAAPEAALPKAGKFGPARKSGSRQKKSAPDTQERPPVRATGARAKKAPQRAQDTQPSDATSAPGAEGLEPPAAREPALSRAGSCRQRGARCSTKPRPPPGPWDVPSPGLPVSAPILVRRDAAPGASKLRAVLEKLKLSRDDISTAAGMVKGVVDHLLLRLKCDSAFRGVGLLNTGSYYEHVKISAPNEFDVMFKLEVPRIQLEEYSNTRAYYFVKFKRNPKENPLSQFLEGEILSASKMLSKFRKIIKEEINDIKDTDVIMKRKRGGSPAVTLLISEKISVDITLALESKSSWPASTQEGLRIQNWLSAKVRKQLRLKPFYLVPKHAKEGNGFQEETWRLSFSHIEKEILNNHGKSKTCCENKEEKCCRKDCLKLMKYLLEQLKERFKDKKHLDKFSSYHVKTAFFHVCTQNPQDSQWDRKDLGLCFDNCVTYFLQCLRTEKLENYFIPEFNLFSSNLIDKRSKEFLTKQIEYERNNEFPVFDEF
# * marks the source's active call; other numbers are inactive results; · = not tested or not shown; & = joins results of further samples. Cut-off read from the data, not from the text of the source, unless noted: active = inhibition above about 40%; inactive = the rest.
SMILES,mcGAS lum,NPYLR7 agonist,hcGAS lum
c1ccc2ncc(-c3cncnc3)cc2c1,-12.5,14.1,-8.8
CCOC(=O)C(C(=O)N1CCn2cncc2C1)C1CCCCC1 (configuration not stated),·,7.2,-3.6
CC(Nc1ccc2nc(C3CC3)sc2c1)C(=O)N1CCOCC1 (configuration not stated),·,4.3&2.7,-7.5&-1.0
C=CCN1CCc2c(cc(O)c(O)c2Cl)C(c2ccccc2)C1 (configuration not stated),-3.4,-6.2,6.5
CN(Cc1cc2cc(F)ccc2[nH]1)Cc1nc(-c2cccs2)no1,-7.1,1.1,-4.8
O=C(NC1CCN(c2ccccc2C(=O)NCCN2CCCCC2)CC1)c1ccc(F)cc1F,-0.1,-7.5,0.2
CC(C)c1nc(Cn2ccnc2-c2ccc(C3CCCCO3)s2)no1 (configuration not stated),-9.6,·,-4.5
COCCn1c(=O)c2c(nc3n2CC(C)CN3c2ccc(OC)cc2)n(C)c1=O (configuration not stated),·,-3.5,-9.5
CCC(C)N(Cc1cccc(OS(C)(=O)=O)c1)C(=O)Nc1cccc(C)c1C (configuration not stated),-4.5,5.3,-9.2
O=C(C=Cc1nc2ccccc2s1)OC1CCOC1=O (configuration not stated),·,3.5,1.7
Cc1nc2ccc(C(=O)OCC(=O)NC3(C#N)CCCC3)cc2nc1C,·,6.5,6.0
COc1cc(S(=O)(=O)Nc2c(F)cccc2F)cc(C(=O)O)c1OC,·,-1.2,9.0
O=C(CCn1cncn1)N1CC[C@@H](c2ccc(F)cc2)[C@H](O)C1,-18.5,1.9,-5.4
COC(=O)C1=C(C)NC(=O)NC1c1cccc(Br)c1 (configuration not stated),-4.5,0.8,-3.3
Cc1ccc(NC(=O)C2(C)CCN2CC(C)C)cc1O (configuration not stated),·,3.3,-1.9
CCC(C)N(CC(=O)N(Cc1ccc(F)cc1)Cc1sccc1C)C(=O)c1ccc(Cl)cc1 (configuration not stated),-5.4,18.6,-11.5
O=C(Nc1ccc(F)c(Cl)c1)C1Cc2c(-c3ccco3)ccnc2O1 (configuration not stated),-6.3,-1.3,-7.2
COc1cccc(-n2c(SCC(=O)N3CCOCC3)nc3c(c2=O)SCC3)c1,-1.2,-5.9,0.5
CCN(c1ccc(NC(=O)c2cccn2C)cc1)C(C)C,·,2.2,-8.7
COc1ccc(NC(=O)C2CCN(C(=O)CCNC(=O)Nc3c(Br)cc(C(C)C)cc3Br)CC2)cc1,-7.1,43.2,-6.1
CC(=O)Nc1cccc(C(=O)N2CCOC(COCc3c(Cl)cccc3Cl)C2)c1 (configuration not stated),3.0,-1.4,1.4
O=c1n(CCSc2ccc3ccccc3c2)nc2ccccn12,-13.9,5.1,-4.8
C#CCn1c(=NC(=O)c2cc(Cl)sc2Cl)sc2cc(S(N)(=O)=O)ccc21,·,4.0,-9.1
CCCCOc1ccc2cc(C(=O)NC3CCCCNC3=O)[nH]c2c1 (configuration not stated),-4.3,4.9,-4.0
CCOC(=O)Cn1c(=O)c2c(nc3n2CC(C)CN3c2cc(Cl)ccc2C)n(C)c1=O (configuration not stated),·,2.9,-0.6
SMILES,mcGAS lum,NPYLR7 agonist,hcGAS lum
Cc1ccc2[nH]c(CN3CCN(c4ncccc4C(N)=O)CC3)nc2c1C,·,2.8,-7.6
COc1cccc(C(=O)N2C(C(=O)NCCN(C)C)COC23CCN(C(=O)Cc2ccccc2)CC3)c1 (configuration not stated),-5.4,1.7,-5.0
CCCc1ncc(CN(C)C2CCCN(CCc3ccccc3)C2)cn1 (configuration not stated),·,6.0,-5.2
COc1ccccc1Oc1ccc(NS(=O)(=O)NCc2ccccc2)cc1,·,-0.7,-4.3
Cc1cc(C(=O)N(Cc2cccnc2)c2nc3c(C)ccc(Cl)c3s2)on1,-8.4,5.8,-5.7
COc1ccc(-n2nnnc2SCC(=O)NC2CCS(=O)(=O)C2)cc1 (configuration not stated),-2.9,-0.7,3.3
COc1cc(Br)c(/C=C2\C(=O)N(c3ccccc3)N=C2C)cc1OC,-5.2,-1.5,-6.0
CC(C(=O)Nc1ccc(F)c(F)c1)N1CCC(C(=O)N2CCCC2)CC1 (configuration not stated),-7.8,13.6,-8.3
O=S(=O)(c1cccc(Cl)c1)N1CCCC(OCc2cccc(F)c2)C1 (configuration not stated),-5.3,1.9,-3.1
COCC(=O)NC(Cc1ccccc1)c1nnc(SCc2ccc(F)cc2)n1-c1ccc([N+](=O)[O-])cc1 (configuration not stated),-3.2,15.8,-1.0
c1cncc(CCNc2nc(N3CCCC3)nc(N3CCCC3)n2)c1,-12.8,8.2,-4.6
CCCn1c(=O)[nH]c2sc3c(c2c1=O)CCN(C(=O)CC1Cc2ccccc2C1)C3,-4.0,8.9,-3.6
CNCC(=O)NCc1cnn(Cc2ccccc2)c1,-7.5,0.5,-3.7
CC(C)(C)OC(=O)N1CCN(C(=O)NCc2cccc(C(F)(F)F)c2)CC1,·,-14.2,-7.6
COc1ccc(CN2CCCC(CNC(=O)c3cccs3)C2)c(F)c1 (configuration not stated),·,15.6,-2.5
COc1cc(C2=N/C(=C\C(Br)=C\c3ccccc3)C(=O)O2)cc(OC)c1OC,·,-0.5,-4.8
CC(CN(C)c1nc(-c2cccnc2)nc2c1cnn2C)N1CCOCC1 (configuration not stated),·,21.3,-0.9
CSc1ccc(C(=O)N2CCCC(CO)(CCOc3ccccc3)C2)cc1 (configuration not stated),·,20.0,-8.0
Cc1ccc(F)c(NC=C2C(=O)OC3(CCCCC3)OC2=O)c1,-10.2,2.4,-6.8
Cc1ccc2[nH]c(C)c(CC(=O)NC(C)c3ccc(C)o3)c2c1 (configuration not stated),-3.4,9.6,1.9
CN(C)c1ncc(-c2nccn2Cc2ccccc2C(F)(F)F)cn1,-7.4,2.6,1.3
Fc1cccc(OCCOc2ccccc2Br)c1,-11.7,-2.3,-5.0
O=C(CNC(=O)c1c(F)cccc1Cl)Nc1ccc(F)cn1,·,-4.8,-5.7
COc1ccc(NC(=O)C(C2CCCC2)N2CCN(C(=O)Nc3ccc(F)cc3)CC2)cc1 (configuration not stated),-3.3,11.3,-1.7
Cc1[nH]c2ccccc2c1C1(O)C(=O)N(CCCc2ccccc2)c2ccccc21 (configuration not stated),3.1,-2.3,11.1
SMILES,mcGAS lum,NPYLR7 agonist,hcGAS lum
Cc1ccc(S(=O)(=O)NCCc2nnc3ccc(SCc4ccccc4Cl)nn23)cc1,-7.4,11.6,-8.1
O=C(CCc1ccccc1)NC1CCN(c2ccccc2C(=O)NCCN2CCCCC2)CC1,-5.7,27.1,-5.8
COc1ccc(C2c3ccsc3CCN2CC(=O)N2CCN(C(=O)c3cccc([N+](=O)[O-])c3)C(C)C2)cc1 (configuration not stated),0.9,4.0,0.8
COc1ccc(C2CC(C(F)(F)F)n3ncc(C(=O)Nc4cccc(O)c4)c3N2)cc1 (configuration not stated),-5.6,6.8,-7.4
O=C1NC(=S)/C(=C/c2ccc(OCc3ccc(F)cc3)c(Br)c2)N1,·,-4.6,-1.9
Cc1cc2c(=O)n(Cc3ccco3)c(SCC(=O)Nc3ccccc3)nc2s1,-3.8,4.9,-4.4
O=C(c1ccc(F)cc1)N(Cc1cccnc1)Cc1nccn1Cc1ccc(F)cc1,0.7,-0.6,14.4
O=C(CSc1nnc(C2CC2)n1C1CC1)c1cccs1,·,4.4,-6.2
COc1ccc(OC)c(-c2cc(N)nc(N3CCOCC3)n2)c1,·,-1.6,-5.5
Cc1ccc(NC(=O)CN2CCC(c3nnc4n3CCC4)CC2)cc1F,-4.8,-3.7,-0.2
Cc1cccc(CSc2nnc(C(Cc3ccccc3)NC(=O)Nc3ccccc3C(F)(F)F)n2-c2ccc([N+](=O)[O-])cc2)c1 (configuration not stated),-3.5,16.6,-1.2
CCc1nc(-n2ncc(C#N)c2N)c2c3c(sc2n1)CCCC3,·,-1.6,-3.5
S=c1[nH]nc(-c2cccnc2)n1C1CCCCC1,·,1.2,-4.6
CCCS(=O)(=O)NC(=O)C1(C)CCN1C(=O)Cc1ccc(Cl)cc1Cl (configuration not stated),·,3.3,-5.6
C=CCCOC(=O)N1C[C@H](C(=O)NC)[C@H]2c3ccccc3N(CC(=O)N(C)C)C(=O)[C@]21C,0.3,-0.6,5.4
CC(C)=Cc1nc(CC2CCN(C)CC2)no1,-11.3,8.8,-3.4
CCC1C(=O)C2(CCCCC2)C(=O)OC1c1ccccc1 (configuration not stated),-7.3,2.0,-23.1
O=C(NCCc1c[nH]c2ccc([N+](=O)[O-])cc12)c1ccccc1Br,-7.3,-3.6,8.8
CCOc1cc(C=Nc2c(C)n(C)n(-c3ccccc3)c2=O)ccc1O,·,17.7,-2.7
CC(=O)Nc1ccccc1NC(=O)CN[C@H]1CCCN(Cc2ccccc2)C1,·,6.8,-6.4
Cc1ccc(S(=O)(=O)N2CCC(C(NS(=O)(=O)c3ccccc3)C(=O)N3CCOCC3)CC2)cc1 (configuration not stated),-7.0,-2.1,-7.0
COc1cccc(CNc2nc3c(-c4cccc(C)c4)nnn3c3ccccc23)c1,-7.3,-8.4,-6.1
CCn1c(C2CCN(C(=O)CCN3CCCO3)CC2)n[nH]c1=O,-7.7,17.2,-2.2
COc1ccc(NC(=O)Cn2c(-n3nc(C)cc3C)nc3c(c2=O)CCCC3)cc1,-7.8,-3.8,-4.5
O=C(NCc1cccc(N2CC=CC2)c1)Nc1ccccc1C(F)(F)F,-11.0,-3.4,-7.1
SMILES,mcGAS lum,NPYLR7 agonist,hcGAS lum
N#Cc1ccc(C(=O)Nc2ccc3n(c2=O)C[C@H]2C[C@@H]3CN(S(=O)(=O)c3cccc4cccnc34)C2)cc1,-4.0,-11.0,-4.1
CSc1cccc(NS(=O)(=O)c2ccc(C)cc2)c1,-6.7,-4.4,-5.2
C=CCn1cc(CN2CCOC(c3ccc(OC)cc3)C2)c(C)n1 (configuration not stated),-10.6,6.4,-4.8
CN(Cc1cn[nH]c1-c1ccc(F)cc1)C(=O)Cc1ccccc1O,·,5.3,-6.5
Cc1cccc(OCCC(=O)NC2(C#N)CCN(C)CC2)c1C,·,-0.6,-6.8
COc1ccc(NS(C)(=O)=O)c(NC(=O)c2ccc(C(C)(C)C)cc2)c1,·,5.3,-6.8
Cc1ccc(OCc2nc(C(=O)NCc3cccc(F)c3)cs2)c(C)c1,-3.5,26.6,-1.8
CC1C(=O)N(c2ccc(Br)cc2)CCN1C(=O)C1CCCC1 (configuration not stated),-4.5,-1.2,-4.6
Cn1c(=O)c2cc(NC(=O)CCc3ccccc3)ccc2n1Cc1cccc(C(F)(F)F)c1,-7.4,3.0,-7.5
Cc1ccccc1-n1nnnc1SCC(=O)NC(C)C,1.3,-3.4,-4.8
COC(C)(C)CC(C)NCc1cc(-c2ccco2)on1 (configuration not stated),-12.6,·,-8.5
COc1ccc(CCN2C(=O)C3CC=CCC3C2=O)cc1OC (configuration not stated),-8.4,3.0,-4.7
O=C(Oc1cc(=O)oc2ccccc12)c1cccnc1Cl,·,-4.5,11.3
CN(Cc1ccncn1)C(=O)CC(c1ccccc1)c1ccc(F)cc1 (configuration not stated),-11.9,-1.0,-5.9
NC1CCN(C(=O)c2cccc3ccnn23)CC1,·,-1.7,2.4
N#CC1(NC(=O)C2CC(c3ccccc3)=NO2)CCCC1 (configuration not stated),·,1.5,-1.4
CCO[C@H]1COC[C@@H]1NC(=O)c1nnc2nc(C)cc(C)n12,·,4.8,-3.0
O=c1c2c3n(c4cc(Cl)c([N+](=O)[O-])cc4c-2nn1-c1ccccc1)CCCCC3,·,-12.9,-5.8
Cc1cc(C)n(C(C)CNC(=O)c2cccc(Cn3cccn3)c2)n1 (configuration not stated),·,5.0,0.4
O=C(NCc1ccccc1)N1C[C@H]2[C@H](O)[C@@H]3C[C@H](c4ccc(F)cc4)[C@@H](O3)[C@H]2C1,-1.6,9.3,-10.7
COc1ccc(S(=O)(=O)CCCC(=O)Nc2nnc(-c3cc(C)nn3C)o2)cc1,-1.0,-1.1,-1.4

# Among those listed so far, eight contain bromine.
SMILES,mcGAS lum,NPYLR7 agonist,hcGAS lum
COC(=O)C1=C(C)NC(=O)NC1c1cccc(Br)c1 (configuration not stated),-4.5,0.8,-3.3
COc1ccc(NC(=O)C2CCN(C(=O)CCNC(=O)Nc3c(Br)cc(C(C)C)cc3Br)CC2)cc1,-7.1,43.2,-6.1
COc1cc(Br)c(/C=C2\C(=O)N(c3ccccc3)N=C2C)cc1OC,-5.2,-1.5,-6.0
COc1cc(C2=N/C(=C\C(Br)=C\c3ccccc3)C(=O)O2)cc(OC)c1OC,·,-0.5,-4.8
Fc1cccc(OCCOc2ccccc2Br)c1,-11.7,-2.3,-5.0
O=C1NC(=S)/C(=C/c2ccc(OCc3ccc(F)cc3)c(Br)c2)N1,·,-4.6,-1.9
O=C(NCCc1c[nH]c2ccc([N+](=O)[O-])cc12)c1ccccc1Br,-7.3,-3.6,8.8
CC1C(=O)N(c2ccc(Br)cc2)CCN1C(=O)C1CCCC1 (configuration not stated),-4.5,-1.2,-4.6

# A second format for some results above:
smiles	mcGAS lum	NPYLR7 agonist	hcGAS lum
CCCc1ncc(CN(C)C2CCCN(CCc3ccccc3)C2)cn1 (configuration not stated)	·	6.0	-5.2
COc1ccccc1Oc1ccc(NS(=O)(=O)NCc2ccccc2)cc1	·	-0.7	-4.3
Cc1cc(C(=O)N(Cc2cccnc2)c2nc3c(C)ccc(Cl)c3s2)on1	-8.4	5.8	-5.7
